Screening data (PubChem BioAssay)
ABHD5 PLIN5 PPI: blocks binding of human ABHD5 to perilipin-5. Split G. princeps luciferase complementation, luminescence, 4 h. inhibition, % at 4 µM. actives 0.78% (n = 360,000). AID 602281;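 active = inhibition above the mean inhibition across every tested compound plus 3 SD, cut at about 22% in these data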;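 note: 0% = DMSO only wells and the 100% control is not disclosed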
NCOA1 inh: inhibitors of human steroid receptor coactivator 1 (SRC1). Q15788. HEK293 GAL4-SRC1 luciferase reporter, luminescence. inhibition, % at 3.6 µM. actives 0.12% (n = 360,000);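 active = inhibition above the campaign mean plus 3 SD, with each screening campaign given its own cutoff, cut at about 60% in these data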;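 note: 0% = DMSO treated cells and 100% = gossypol at 36 µM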
LRH-1 inv ag: suppresses constitutive activity of human LRH-1 | HEK293T StAR-luciferase reporter, LRH-1 transfected, 24 h | O00482 | inhibition, % at 3.6 µM | actives 0.13% (n = 360,000) | AID 602396;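 active = inhibition above the mean inhibition of all tested compounds plus 3 SD, cut at about 73% in these data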;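 note: 0% = DMSO wells and 100% = reporter-only cells lacking LRH-1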
NCOA3 inh: inhibitors of human steroid receptor coactivator 3 (SRC3); Q9Y6Q9; actives 0.17% (n = 360,000); inhibition, % at 3.6 µM; HEK293 GAL4-SRC3 luciferase reporter, luminescence; AID 588352;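 active = inhibition above a per-campaign cutoff, the mean of all compounds plus 3 SD, cut at about 60% in these data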;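 note: 0% = DMSO-treated cells and 100% = gossypol-treated cells at 36 µM; higher means less SRC3-driven luciferase light from the GAL4 reporter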
EBV LMP1 NFkB: Epstein-Barr LMP1 NF-kappaB reporter inhibition; AID 504558; inhibition, % at 12.5 µM; actives 0.69% (n = 350,000); LMP1-induced NF-kappaB luciferase reporter cells, luminescence; in the data active = inhibition above about 41%;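 note: 0% = neutral control wells and 100% = reference inhibitor control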
NCOA2 inhibitor: inhibits human steroid receptor coactivator 2 | inhibition, % at 9 µM | Q15596 | actives 0.17% (n = 370,000) | HEK293 GAL4-SRC2 luciferase reporter, luminescence;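 active = inhibition above the mean inhibition of all tested compounds plus 3 SD, set per campaign, cut at about 52% in these data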;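 note: 0% = DMSO treated cells and 100% = cells given Gossypol at 36 µM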
MC4R barr agon: human MC4R agonism via beta-arrestin | P32245 | U2OS MC4R beta-arrestin complementation, luminescence; percent of melanotan II response, DMSO zero | activation, % at 8.9 µM | actives 0.98% (n = 360,000);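 active = activation above a per-plate cutoff, the mean activation of sample wells on that plate plus 3 SD, cut at about 8% in these data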
NR2F2 inh: inhibitors of human COUP-TFII (NR2F2); HEK293T NGFI-A luciferase reporter, luminescence; inhibition, % at 8.6 µM; actives 0.7% (n = 370,000);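 active = inhibition above a per-plate cutoff, mean inhibition of test wells between control levels plus 3 SD, cut at about 38% in these data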;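 note: cells cotransfected with COUP-TFII expression vector driving the NGFI-A reporter; 0% = median of COUP-TF2 test wells and 100% = reporter-only cells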
NOD2-RIPK2 inh: inhibitors of human NOD2-RIPK2 interaction; CHO BLA complementation NOD2-RIPK2, CCF4 ratio; actives 0.38% (n = 360,000); inhibition, % at 4.98 µM; in the data active = inhibition above about 21%;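 note: 0% = vehicle only and 100% = reference blocker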
MC4R antagonist: human MC4R antagonism in cAMP assay; P32245; MC4R-expressing cells, MTII-stimulated cAMP, LANCE TR-FRET; inhibition, % at 6.5 µM; actives 0.48% (n = 360,000);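 active = inhibition above its plate's cutoff, the mean of tested wells on that plate plus 3 SD, cut at about 29% in these data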;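 note: 0% = Melanotan II alone and 100% = Melanotan II plus saturating MCL0020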
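System – human MC4R-expressing U2OS cells · Also added – Melanotan II · Dosing – one concentration, 6.5 µM nominal · Timing – 30-min compound, 1-h challenge, 1-h detection, room temperature · Measured by – Eu-cAMP/anti-cAMP TR-FRET, emission 671 nm · Replicates – singlicate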
TLR9-MyD88 block: TLR9-MyD88 interaction inhibition; Q9NR96+Q99836; CHO BLA complementation TLR9-MyD88, CCF4 FRET ratio; inhibition, % at 4.98 µM; actives 0.21% (n = 340,000); AID 504734;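 active = inhibition above the mean over all tested compounds plus 3 SD, cut at about 21% in these data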;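 note: 0% = DMSO only wells and 100% = clavulanate BLA inhibitor control wells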
Target sequence (Q99836 whole entry, looked up): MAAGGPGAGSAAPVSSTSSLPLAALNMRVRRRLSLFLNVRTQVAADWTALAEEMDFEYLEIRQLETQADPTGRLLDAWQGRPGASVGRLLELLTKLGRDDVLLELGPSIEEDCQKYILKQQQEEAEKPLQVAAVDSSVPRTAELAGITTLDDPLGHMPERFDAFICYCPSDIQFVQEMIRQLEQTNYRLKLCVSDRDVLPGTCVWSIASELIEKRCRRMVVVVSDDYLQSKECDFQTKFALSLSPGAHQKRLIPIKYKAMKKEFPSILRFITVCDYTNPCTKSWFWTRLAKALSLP
Target sequence (Q9NR96 whole entry, looked up): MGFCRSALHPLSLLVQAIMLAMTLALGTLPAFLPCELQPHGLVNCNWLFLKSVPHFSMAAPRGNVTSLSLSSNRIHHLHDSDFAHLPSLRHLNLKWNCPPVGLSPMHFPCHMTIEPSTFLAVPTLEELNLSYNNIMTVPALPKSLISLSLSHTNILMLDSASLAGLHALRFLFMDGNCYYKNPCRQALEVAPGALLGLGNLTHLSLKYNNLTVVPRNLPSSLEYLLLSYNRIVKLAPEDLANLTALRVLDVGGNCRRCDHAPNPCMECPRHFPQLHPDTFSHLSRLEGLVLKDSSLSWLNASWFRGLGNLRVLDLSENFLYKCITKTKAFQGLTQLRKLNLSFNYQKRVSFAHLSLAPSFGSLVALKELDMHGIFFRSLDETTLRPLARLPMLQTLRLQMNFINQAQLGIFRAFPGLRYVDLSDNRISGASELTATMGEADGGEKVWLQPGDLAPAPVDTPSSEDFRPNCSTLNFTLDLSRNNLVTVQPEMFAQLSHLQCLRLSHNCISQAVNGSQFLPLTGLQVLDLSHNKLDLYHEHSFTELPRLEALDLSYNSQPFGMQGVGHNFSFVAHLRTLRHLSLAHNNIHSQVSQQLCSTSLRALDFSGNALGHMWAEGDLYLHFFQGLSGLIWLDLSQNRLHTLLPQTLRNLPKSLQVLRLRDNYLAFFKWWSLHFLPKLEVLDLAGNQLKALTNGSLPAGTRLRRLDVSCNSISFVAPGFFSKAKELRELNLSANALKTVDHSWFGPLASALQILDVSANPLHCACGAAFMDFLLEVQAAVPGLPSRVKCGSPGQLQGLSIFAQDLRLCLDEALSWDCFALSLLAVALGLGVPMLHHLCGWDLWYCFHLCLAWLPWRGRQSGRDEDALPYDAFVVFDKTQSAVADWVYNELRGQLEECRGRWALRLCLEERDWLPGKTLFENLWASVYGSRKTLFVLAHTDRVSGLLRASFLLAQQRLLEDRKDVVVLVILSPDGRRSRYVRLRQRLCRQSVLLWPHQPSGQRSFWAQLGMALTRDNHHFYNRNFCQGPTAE
* marks the source's active call; other numbers are inactive results; nt = not tested or not shown. Some of the compounds tested, so the mix of outcomes need not match the whole.

Start of the listing, in advance, two compounds:
SMILES | ABHD5 PLIN5 PPI | NCOA1 inh | LRH-1 inv ag | NCOA3 inh | EBV LMP1 NFkB | NCOA2 inhibitor | MC4R barr agon | NR2F2 inh | NOD2-RIPK2 inh | MC4R antagonist | TLR9-MyD88 block
COc1ccc(C(=O)N/C(=C\c2ccc(Cl)cc2)C(=O)NCC2CCCO2)cc1 (configuration not stated) | -5 | -7 | -23 | 1 | -3 | 0 | -0.1 | -6 | -4 | 5 | -16
CC(C)(C)c1ccc(OC(=O)c2ccc3snnc3c2)cc1 | -10 | 20 | 3 | -7 | 0 | -10 | -0.7 | 11 | -1 | 0 | -4

This part in full, from the first entry:
SMILES | ABHD5 PLIN5 PPI | NCOA1 inh | LRH-1 inv ag | NCOA3 inh | EBV LMP1 NFkB | NCOA2 inhibitor | MC4R barr agon | NR2F2 inh | NOD2-RIPK2 inh | MC4R antagonist | TLR9-MyD88 block
COc1ccc(C(=O)N/C(=C\c2ccc(Cl)cc2)C(=O)NCC2CCCO2)cc1 (configuration not stated) | -5 | -7 | -23 | 1 | -3 | 0 | -0.1 | -6 | -4 | 5 | -16
CC(C)(C)c1ccc(OC(=O)c2ccc3snnc3c2)cc1 | -10 | 20 | 3 | -7 | 0 | -10 | -0.7 | 11 | -1 | 0 | -4
CC(=O)Oc1cc(O)c2c(c1)OC(c1ccc(OC(C)=O)c(OC(C)=O)c1)C(OC(C)=O)C2=O (configuration not stated) | 6 | 5 | -4 | 5 | 10 | 7 | 0.0 | -9 | -22 | 0 | -11
COc1ccc(CNC(=O)C[C@H]2C[C@H](C(=O)N3CCOCC3)[C@@]3(CCC4CCCC4)c4[nH]c5ccc(Cl)cc5c4CCN3C2=O)cc1OC | 0 | 16 | -4 | -7 | 13 | 1 | -0.6 | -7 | -3 | 3 | -3
CCCCn1c(SCC(=O)O)nc2ccccc21 | -3 | 4 | 16 | -3 | -1 | -19 | -0.4 | 5 | -5 | -1 | -6
C/C(Nc1ccc(Cl)cc1)=C1/CCOC1=O | -1 | 0 | 12 | -24 | -4 | -29 | -1.0 | -21 | -5 | 7 | 2
CC(C)n1c(-c2ccc(N(C)C)cc2)nc2ccccc21 | 0 | -106 | -209 | -53 | -9 | -40 | 2.3 | -36 | 8 | 14 | -2
N#Cc1ccccc1OCCCN1CCC(Cc2ccccc2)CC1 | 1 | -21 | 13 | 3 | 3 | -39 | -0.7 | -22 | 5 | 10 | 0
CC(NS(=O)(=O)c1ccc(OCC(=O)N2CCOCC2)cc1)c1ccccc1 (configuration not stated) | 7 | 6 | 10 | 21 | -3 | -13 | -0.9 | 7 | -7 | 0 | 4
COc1cccc(CNC(=O)Cn2nc(C)c([N+](=O)[O-])c2C)c1 | 7 | 13 | 15 | 12 | -3 | 4 | -0.2 | -6 | 0 | -5 | 6
Cc1ccccc1-n1cc(CNC(=O)CCc2nnc(CCc3ccccc3)o2)cn1 | -9 | -1 | 15 | -1 | 7 | -36 | 1.2 | -14 | 5 | 15 | -5
OCC#CCSc1nnc(-c2ccccc2Br)o1 | -1 | -52 | -6 | -7 | 0 | -26 | -2.2 | -22 | -8 | 0 | 2
O=C(CN1C2=NCCN2c2ccccc21)c1cccs1 | -2 | 1 | -5 | 4 | 6 | 6 | -0.2 | 1 | -4 | -2 | 5
CCN1CCN(S(=O)(=O)c2cccs2)CC1 | -3 | 3 | 11 | -17 | -6 | -12 | -0.2 | -10 | 8 | 5 | 8
COC(=O)c1cccc(Cn2c(Cl)c(/C=N/NC(=O)c3ccco3)sc2=O)c1 | -3 | -3 | -9 | -15 | -3 | -10 | -3.0 | -16 | 14 | -10 | 2
c1ccc(-c2nn(-c3ccccc3)[n+](-c3ccccc3)n2)cc1 | 0 | 37 | 49 | 43 | 0 | 14 | -0.2 | 31 | -11 | -7 | -4
CC(=O)Nc1ccc(C(=O)OCCC(C)C)cc1 | -9 | -55 | -79 | -58 | -5 | -54 | -0.4 | -25 | 5 | 18 | 0
O=C(NCC1(c2ccccc2)CCCC1)c1ccccc1Br | -2 | 1 | -8 | 12 | 0 | 16 | -0.6 | -1 | 0 | -5 | 7
COC(=O)c1ccc(COc2ccc(-c3nnn(CC(=O)NC(C)(C)C)n3)cc2)cc1 | 6 | -20 | 17 | 10 | -17 | -9 | 0.5 | -3 | -2 | 13 | -1
O=C(Nc1ccccc1Cl)Nn1cnnc1 | -3 | 4 | 11 | -15 | -7 | 28 | 0.1 | -1 | -8 | 4 | 3
COc1cccc(N/C(SCc2ccccc2Cl)=C(/C#N)C(=O)NCc2cccs2)c1 | 4 | -2 | 8 | 13 | -3 | -20 | 2.9 | -19 | 0 | 8 | -8
CCn1ncc(NC(=S)Nc2ccc(OC)c(OC)c2)c1C(N)=O | -22 | -2 | 11 | 1 | -9 | -19 | 1.7 | 7 | -7 | -6 | -5
CC(C)n1nnnc1C1c2ccccc2C(=O)N1Cc1cccc(F)c1 (configuration not stated) | -2 | nt | 16 | nt | nt | 2 | nt | -6 | -2 | nt | nt
CC(C)(C)c1ccc(OCCCC(=O)Nc2cccc(S(=O)(=O)N3CCOCC3)c2)cc1 | -13 | -4 | 8 | -14 | 5 | 11 | -1.8 | 1 | -8 | 2 | -3
COc1ccc(-n2c(O)c(/C=N/Nc3nc(C)cc(C)n3)c3ccccc3c2=O)cc1OC | -1 | 18 | 16 | 28 | 25 | -4 | -5.1 | 6 | -4 | 4 | 1
CC1CCN(C(=O)CSc2nnc3c(n2)[nH]c2ccc(F)cc23)CC1 | 7 | 5 | -9 | 12 | 12 | -15 | -1.6 | 17 | -11 | 12 | 10
CC(C)(C)S(=O)(=O)N1Cc2cc(CO)cc(CCO)c2[C@H]1CCO | -4 | 8 | -4 | -2 | 2 | 6 | -2.8 | -2 | -12 | 2 | 1
CCCN1CCN(CCCNC(=O)CN2C(=O)COc3ccc(C(C)(C)C)cc32)CC1 | 4 | -21 | -12 | 7 | -6 | -12 | 0.4 | 11 | -11 | 15 | 4
Cc1ccc(S(=O)(=O)N(C)CC(=O)N2CCCCCCC2)cc1 | -6 | -7 | 1 | -17 | -6 | -38 | -4.7 | -10 | -3 | -8 | 9
Cc1cccc(C)c1NC(=O)N1CC=C(n2c(=O)[nH]c3ccccc32)CC1 | 2 | 9 | 3 | 12 | 9 | 9 | 1.1 | 14 | -3 | 15 | -10
COC(=O)CCCC(=O)NC1CCCN(C2Cc3ccccc3C2)C1 (configuration not stated) | -12 | 1 | -1 | 0 | -11 | 1 | 0.6 | -16 | -5 | 0 | 2
CNc1nc2[nH]c(=O)c3c(c2s1)OC(N)=C(C#N)C3c1cccc(F)c1 (configuration not stated) | -24 | -39 | 5 | -25 | 4 | -15 | -1.4 | -6 | -8 | -10 | 0
O=C(NCc1ccc(C(F)(F)F)cc1)C1CC(c2ccccc2C(F)(F)F)=NO1 (configuration not stated) | -11 | -7 | 17 | 12 | -1 | -20 | 2.0 | 17 | 4 | 1 | 4
COc1ccccc1NC(=O)Cn1cnc2c(cnn2-c2ccc(C)c(C)c2)c1=O | -3 | -2 | 18 | 9 | 4 | 8 | -1.6 | 5 | 4 | 8 | 4
Cc1[nH]c(=S)c(C#N)c(C)c1Cc1ccccc1 | -9 | 5 | 5 | 17 | nt | -27 | 1.8 | 4 | -9 | 17 | nt
CSc1cccc(NC(=O)C2CCCN(c3ncnc4c3nc3n4CCCCC3)C2)c1 (configuration not stated) | -8 | -1 | -17 | 7 | 10 | -28 | -2.3 | 17 | 2 | 9 | -2
Cc1ccc(C(=O)CSc2nnc3c4ccccc4nc(C(C)(C)C)n23)cc1 | 4 | 2 | -11 | 5 | -10 | 0 | -1.4 | -6 | -2 | 8 | 1
CCNc1nc2nonc2nc1NCC | 0 | -12 | 4 | 13 | 3 | -8 | -1.7 | 7 | 3 | 1 | 4
COC(=O)c1ccc(C(=O)OC)c(NC(=O)COC(=O)c2ccc(OC)c(OC)c2OC)c1 | 11 | 19 | 9 | 16 | 1 | 3 | 2.1 | -8 | 2 | -3 | -3
Cc1c(CN(C)C)c2c(n1C)C(=O)c1ccc(Br)cc1-2 | 5 | 6 | 6 | 0 | 0 | -1 | 0.7 | -7 | 7 | -34 | 6
Cc1ccc(NC(=O)c2ccc(CNc3c(N4CCC(C)CC4)c(=O)c3=O)cc2)cc1 | 4 | 3 | -14 | -3 | 26 | 0 | 0.6 | -6 | 1 | 6 | 4
COc1ccc(-c2nc(SCC(=O)Nc3c(F)cccc3F)n[nH]2)cc1 | 2 | -30 | 4 | 8 | -6 | 10 | -4.6 | 1 | -1 | 6 | 8
Cc1cc2ccccn2c1C(=O)c1nc(N2CCOCC2)ncc1Cl | 0 | -8 | 17 | 10 | -2 | -10 | -2.5 | 8 | -15 | 0 | -11
CCN(CC)CCN1CCN(c2cncc(-c3cccc(N)c3)n2)CC1 | -3 | -30 | 9 | -3 | nt | -20 | 0.7 | 11 | -11 | 7 | nt
COc1ccc(-c2nc3c(-c4ccc(F)cc4)cnn3cc2C)cc1F | -5 | 0 | -3 | 18 | 12 | -7 | -2.2 | -13 | 6 | 6 | 15
O=C(CSc1nnnn1-c1ccc(Cl)cc1)NC1CCS(=O)(=O)C1 (configuration not stated) | -26 | 4 | 15 | -3 | -6 | -12 | -3.8 | -15 | -6 | 13 | -7
O=C(Cc1cccc2ccccc12)N/N=C/c1ccc2cccc(O)c2n1 | -4 | -5 | -14 | 7 | 0 | 9 | 0.5 | 1 | 0 | 21 | 7
CCOC(=O)N1CCN(S(=O)(=O)/C=C/c2ccccc2)CC1 | -7 | -10 | 4 | 7 | 9 | 1 | -2.1 | 10 | -4 | 2 | -2
Cn1c(CN2CCOCC2)nnc1SCC(=O)Nc1ccc([N+](=O)[O-])cc1O | 5 | -13 | 10 | 4 | 4 | 11 | -0.4 | -8 | -17 | 0 | -2
COCCNC(=O)c1ccc(CS(=O)(=O)c2ccccc2C)o1 | -4 | 10 | 2 | -5 | 0 | 8 | 0.6 | -4 | -1 | -1 | -2

More records follow.
SMILES | ABHD5 PLIN5 PPI | NCOA1 inh | LRH-1 inv ag | NCOA3 inh | EBV LMP1 NFkB | NCOA2 inhibitor | MC4R barr agon | NR2F2 inh | NOD2-RIPK2 inh | MC4R antagonist | TLR9-MyD88 block
O=C1C(Cl)=C(NCC2CCCO2)C(=O)N1c1cccc(Cl)c1Cl (configuration not stated) | -5 | -7 | 38 | 23 | -3 | 10 | -2.0 | -16 | 4 | 10 | 0
O=C(NC(Cc1ccccc1)c1ccc2c(c1)OCCCO2)c1ccccc1 (configuration not stated) | -6 | 0 | 1 | -9 | -11 | -21 | -2.0 | -9 | -9 | 4 | 7
O=C(CNS(=O)(=O)c1ccc(Br)cc1)NCc1ccncc1 | 1 | -4 | -2 | 3 | -7 | 13 | -0.3 | -3 | -5 | -10 | 0
CN(CC(=O)Nc1ccncc1)S(=O)(=O)c1ccc(Cl)cc1 | 1 | 11 | 16 | -19 | 6 | 16 | 0.1 | 12 | -16 | 11 | -3
